PME-1 primary: PME-1 (human) inhibition; Q9Y570; recombinant PME-1, FP-Rh probe fluorescence polarization; inhibition, % at 5.9 µM; hit rate 0.53% among 320,000; AID 2130;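 active = inhibition above the campaign mean of all compounds plus 3 SD, cut at about 26% in these data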;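 also: competitive labeling of PME-1 active site by serine hydrolase directed probe; 0% = PME-1 with DMSO and 100% = wells lacking PME-1 enzyme; inhibitors block probe labeling so polarization falls and inhibition rises; many of its hits are not listed in these tables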
MCL1-BIM inh: inhibitors of human MCL1 binding to BIM-BH3 peptide; inhibition, % at 10.9 µM; AID 2057; Q07820; hit rate 0.68% among 320,000; GST-MCL1 / FITC-Bim-BH3 fluorescence polarization;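 active = inhibition above the mean inhibition of all tested compounds plus 3 SD, set per campaign, cut at about 40% in these data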;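 also: 0% = DMSO wells and 100% = unlabeled Bim-BH3 peptide control; higher means more loss of mP so more displacement of Bim peptide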
Target sequence (Q07820 whole entry, looked up): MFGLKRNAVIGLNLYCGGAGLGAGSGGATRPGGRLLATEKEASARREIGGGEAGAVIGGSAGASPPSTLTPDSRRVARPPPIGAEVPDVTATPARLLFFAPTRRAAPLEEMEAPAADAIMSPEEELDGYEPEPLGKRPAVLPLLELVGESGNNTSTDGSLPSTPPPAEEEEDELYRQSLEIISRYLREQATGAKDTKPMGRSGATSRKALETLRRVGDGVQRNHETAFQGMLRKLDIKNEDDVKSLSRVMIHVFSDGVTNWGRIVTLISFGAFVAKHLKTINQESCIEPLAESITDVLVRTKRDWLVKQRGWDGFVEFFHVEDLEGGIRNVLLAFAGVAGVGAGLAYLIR
Fam108B inh: counter-screen for RBBP9 inhibitors: inhibitors of mouse Fam108B. inhibition, % at 9.51 µM. recombinant Fam108B, FP-Rh probe fluorescence polarization. hit rate 0.33% among 300,000;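 active = inhibition above the screen mean inhibition plus 3 SD, computed separately per campaign, cut at about 18% in these data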;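 also: inhibitors lower polarization as less probe binds the enzyme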
VLA-4 inh: inhibition in a human VLA-4 binding assay; hit rate 0.2% among 330,000; VLA-4 expressing cells, ligand binding flow cytometry; AID 2557; inhibition, % (about 7 µM as worked out from the volumes in the protocol); P13612; in the data active = inhibition above about 50%
MEX-5 binding: C. elegans MEX-5 TCR-2 RNA binding activity | MEX-5/FITC-TCR2 RNA binding, fluorescence polarization; hits give low values | activity score (negative = inhibition of binding), % at 10 µM | hit rate 0.38% among 300,000 | AID 1832;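 active = inhibition past about -25% in most replicates, and total fluorescence under double the plate's negative control median, limit read from the data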;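 also: 0% = DMSO and -100% = 5 µM competing unlabeled TCR2 RNA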
Bcl-xL primary: Bcl-xL (human) inhibition | Q07817 | hit rate 0.7% among 320,000 | GST-Bcl-xL / FITC-Bim BH3 peptide fluorescence polarization | inhibition, % at 10.9 µM;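 active = inhibition above the mean of all tested compounds plus 3 SD, cutoff set per campaign, cut at about 30% in these data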;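 also: 0% = DMSO wells and 100% = unlabeled Bim-BH3 peptide competitor; inhibitors lower millipolarization by displacing the labeled peptide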
Target sequence (Q07817 whole entry, looked up): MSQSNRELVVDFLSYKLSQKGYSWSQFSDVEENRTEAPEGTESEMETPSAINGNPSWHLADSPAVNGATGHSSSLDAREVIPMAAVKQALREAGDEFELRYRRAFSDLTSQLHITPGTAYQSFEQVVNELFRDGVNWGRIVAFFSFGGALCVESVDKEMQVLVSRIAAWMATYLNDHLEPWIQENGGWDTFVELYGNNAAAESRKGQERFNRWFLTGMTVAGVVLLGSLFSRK
Efflux pump mplx: blocks antifungal efflux pumps in multiplex yeast assay. AID 485275. inhibition, % at 10 µM. S. cerevisiae Candida pump triplex, Nile Red efflux. hit rate 0.44% among 330,000;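 active = plate passing quality check with inhibition over a set limit, or well fluorescence over plate mean plus 4 SD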;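 also: Nile Red retained in pooled yeast measured as flow cytometry median fluorescence; 0% = buffer negative control and 100% = Enniatin B positive control; higher means more Nile Red kept so more efflux inhibition; some compounds called inactive have numbers as strong as hits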
GRK2 aptamer HTS: blocks RNA aptamer binding to human GRK2 | inhibition of aptamer binding, % at 10 µM | AID 488847 | bead flow cytometry, FAM-aptamer displacement from GRK2 | hit rate 0.59% among 330,000;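 active = inhibition of aptamer binding above 40%, roughly 3 SD of noise, on plates passing a quality check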;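 also: median bead fluorescence of bound FAM aptamer so fluorescent compounds give negative values; no value below 0 was filed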
GLD-1 TGE inh: GLD-1-TGE RNA interaction inhibition (C. elegans); Q17339; purified GLD-1 + fluorescein TGE RNA, fluorescence polarization; inhibition, % at 5.96 µM; hit rate 0.44% among 320,000;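 active = percent inhibition above a per-plate cutoff, the plate mean of test compounds plus 3 SD, cut at about 30% in these data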;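 also: 0% = DMSO wells with GLD-1 and probe and 100% = wells lacking GLD-1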
Target sequence (Q17339 whole entry, looked up): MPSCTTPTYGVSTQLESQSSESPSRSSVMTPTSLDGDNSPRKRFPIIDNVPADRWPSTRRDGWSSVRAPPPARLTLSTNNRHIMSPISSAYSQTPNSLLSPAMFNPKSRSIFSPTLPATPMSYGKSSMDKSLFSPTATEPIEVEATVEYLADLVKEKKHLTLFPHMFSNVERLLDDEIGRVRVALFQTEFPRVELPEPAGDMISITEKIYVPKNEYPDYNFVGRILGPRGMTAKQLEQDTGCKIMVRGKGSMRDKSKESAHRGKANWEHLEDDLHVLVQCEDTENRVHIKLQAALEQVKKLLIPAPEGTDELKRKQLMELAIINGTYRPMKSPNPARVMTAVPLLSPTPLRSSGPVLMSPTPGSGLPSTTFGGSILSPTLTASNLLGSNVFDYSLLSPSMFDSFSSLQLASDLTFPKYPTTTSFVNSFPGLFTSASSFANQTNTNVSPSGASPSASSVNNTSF
An asterisk follows results filed as active; · = not tested or not shown. These rows are one share of the data; the hit share may differ from the screen's.

SMILES | PME-1 primary | MCL1-BIM inh | Fam108B inh | VLA-4 inh | MEX-5 binding | Bcl-xL primary | Efflux pump mplx | GRK2 aptamer HTS | GLD-1 TGE inh
COC(=O)C1CCCCN1C(=O)c1cccc(OC2CCN(C(=O)C3CC3)CC2)c1 (stereo not drawn) | 0 | -3 | 5 | -4 | 1.4 | 0 | 0.1 | 4 | 1
CCOc1cc(/C=N/NC(=O)c2nn(C)cc2Br)ccc1OCc1ccccc1 | -2 | 2 | 3 | 1 | 1.2 | 7 | 0.1 | 1 | 3
O=S(=O)(c1ccccc1)N(F)S(=O)(=O)c1ccccc1 | -4 | 9 | · | 14 | · | 7 | -0.2 | 0 | -2
CCC(Sc1nc(C)cc(=O)[nH]1)C(=O)Nc1nc(-c2ccccc2)cs1 (stereo not drawn) | 1 | 4 | -4 | 5 | · | 4 | 0.0 | 0 | 6
C[C@H]1CN=C2N(CCNC(=O)CCC3CCCCC3)[C@H](Cc3ccc(O)cc3)CN21 | -10 | -1 | 2 | 7 | 1.8 | 4 | -0.1 | 0 | -8
CN(Cc1ccc(OC(F)F)cc1)Cc1nc2c(Br)cc(Br)cc2c(=O)[nH]1 | -4 | 5 | -7 | 16 | -1.9 | 0 | -0.3 | 0 | 2
Cc1ccc2c(C)nc(N/C(N)=N/S(=O)(=O)c3ccc([N+](=O)[O-])cc3)nc2c1 | 0 | 2 | -1 | -14 | 0.9 | 2 | -1.0 | 6 | 2
CCOc1ccccc1N1CCN(c2ncnc3scc(-c4ccc(OC)cc4)c23)CC1 | -1 | -4 | 2 | -10 | 7.7 | -3 | 0.3 | 0 | 4
C=CCC[C@H](Cc1ccc(F)cc1)C(=O)OC[C@@H](NC(=O)[C@H](CC=C)CC(=O)NCCO)c1ccccc1 | · | · | · | 15 | · | · | -0.1 | 33 | -2
O=C(Nc1cccc(S(=O)(=O)N2CCCCC2)c1)C1CC(=O)N(Cc2ccco2)C1 (stereo not drawn) | 3 | 2 | 9 | 2 | 0.2 | 3 | -0.1 | 5 | 4
COc1ccc(-c2nnc(OCc3ccccc3)c3ccccc23)cc1 | 5 | 9 | -6 | 9 | -2.1 | 5 | 0.1 | 0 | 5
Cc1cc(C)n2cc(CSc3ncccc3C(=O)O)nc2n1 | 3 | 4 | 1 | 4 | 0.1 | 5 | 0.1 | 0 | 9
CC(=O)N1N=C(c2ccco2)CC1c1ccc(Br)cc1 (stereo not drawn) | 0 | 4 | -5 | 3 | -1.6 | 1 | -0.1 | 2 | 7
O=C(O)/C=C/C(=O)N1CCN(C(=O)/C=C/C(=O)O)CC1 | 1 | -4 | -2 | 19 | 1.3 | 3 | 0.0 | 4 | 6
O=C(O)c1ccc(N/N=C/c2cn(-c3ccccc3)nc2-c2cccs2)cc1 | 10 | 5 | 10 | 14 | · | 8 | 0.0 | 12 | 5
COc1ccc(OC)c(NC(=O)Cn2c(CCC(=O)O)ccc2-c2cccs2)c1 | -2 | -6 | 0 | 27 | -0.4 | -1 | 0.0 | 1 | -6
COc1ccc(C(=O)NC2CC3CCCC(C2)N3CC(C)C)cc1 (stereo not drawn) | -14 | -2 | -1 | -10 | 0.1 | 5 | 0.0 | 5 | 2
O=C(NCC1(c2ccccc2)CCCC1)c1ccccc1 | 5 | 8 | 1 | 6 | 0.0 | -1 | -0.1 | 0 | 1
COc1ccccc1C(=O)NC(=S)Nc1cccc2cc(O)ccc12 | 31* | 6 | 5 | -10 | -1.2 | 6 | -0.3 | 1 | 7
COc1cc(CNn2cn[nH]c2=S)cc(Cl)c1OCc1ccc(F)cc1 | 2 | -13 | -2 | 11 | -1.0 | -13 | -0.2 | 0 | -1
Cc1c2ccccc2cc[n+]1CCCS(=O)(=O)[O-] | -4 | 5 | -1 | 12 | -0.2 | 8 | -0.1 | 0 | -1
O=c1onc(-c2ccc(Cl)cc2Cl)n1-c1cccnc1 | 9 | -1 | 3 | 23 | -2.9 | 9 | -0.2 | 0 | -1
COc1ccc(CNC(=O)CCCC(=O)Nc2cccc(Br)c2)cc1 | -1 | 2 | -3 | -1 | -3.7 | 2 | 0.0 | 5 | 4
C[C@]12CCC3C(CC=C4C[C@@H](O)CC[C@@]43C)C1CCC2[C@]1(C)CCC(=O)O1 (stereo partly drawn) | -3 | 4 | 5 | 22 | 1.2 | 3 | 0.0 | 1 | 8
O=C(COc1ncnc2cc([N+](=O)[O-])ccc12)NC1CCCCC1 | 2 | 12 | 3 | -5 | 0.2 | 9 | -0.1 | 1 | 18
CC(=O)Nc1nonc1-c1nc2ccccc2n1CC1CC1 | -6 | 5 | 1 | -2 | 3.1 | -2 | 0.3 | 0 | 2
O=C(CCNS(=O)(=O)c1ccccc1)Nc1ccccc1 | -8 | -3 | 2 | 4 | 1.4 | 5 | 0.0 | 0 | 3
CCOc1ccc(/C(O)=C2/C(=O)C(=O)N(CCOCCO)C2c2cccnc2)cc1 (stereo not drawn) | 4 | -2 | 1 | -2 | -0.7 | -3 | 0.0 | 0 | 0
COc1cccc(NC(=O)CNS(=O)(=O)c2ccc(Cl)cc2)c1 | -1 | 1 | -1 | 6 | 1.1 | 5 | 0.1 | 0 | -2
CCOC(=O)C1CCN(C(=O)Nc2ccc3nc(C)c(C)nc3c2)CC1 | 12 | 1 | 5 | -11 | 0.6 | 7 | 0.0 | 0 | 9
Nc1c(-c2ccccc2)cnn1-c1cccc(Cl)c1 | -4 | -1 | 2 | 7 | 1.0 | 4 | -0.2 | 2 | 5
O=C(NCCCN1CCOCC1)c1c(O)c2cc(Br)cc(Br)c2[nH]c1=O | -2 | 1 | 1 | 12 | · | 0 | -0.1 | 0 | -2
COc1cccc(CNC(=O)Cn2ncc3c(=O)oc4ccccc4c32)c1 | 6 | 4 | 2 | -9 | -5.4 | -2 | 0.0 | 2 | -2
CCn1cc(S(=O)(=O)NCCc2ccc(OC)c(OC)c2)cn1 | 6 | -2 | 3 | 4 | -3.0 | 5 | 0.0 | 0 | 5
CCNc1nc(Oc2ccc(OC)cc2)cc(C(F)(F)F)n1 | -8 | 9 | 5 | -8 | -2.8 | 3 | 0.1 | 0 | 8
COC(=O)c1sccc1NC(=O)Cc1ccc(OC)c(OC)c1 | -2 | 12 | -2 | 24 | 0.4 | 7 | 0.2 | 0 | 3
Nc1cc(=O)[nH]c(SCC(=O)Nc2cccc(S(=O)(=O)N3CCCCC3)c2)n1 | · | · | · | 0 | · | · | -0.1 | 2 | -1
COc1ccc(-c2c(-c3cc(OC)cc(OC)c3)n(C)c3ccc(-c4ccc(SC)cc4)cc23)cc1 | -1 | -6 | · | 18 | · | -1 | -0.1 | 2 | 1
CC(C)Cn1c(N)c(C(=O)CSc2nnnn2C)c(=O)n(C)c1=O | -6 | -14 | -3 | -5 | -1.0 | -1 | 0.1 | 2 | 0
Cc1ccc(CS(=O)(=O)CCC(=O)NCCN2CCCCC2C)cc1 (stereo not drawn) | -4 | 8 | -3 | 5 | -10 | 14 | -0.1 | 0 | -5
O=C(Cc1c[nH]c2ccccc12)Nc1ccccc1N1CCOCC1 | 4 | -5 | -4 | 8 | -1.7 | 2 | 0.1 | 2 | 2
CC(=O)N(c1ccc(C(C)C)cc1)C1C=CS(=O)(=O)C1 (stereo not drawn) | 3 | 8 | 6 | 23 | -1.3 | 1 | 0.0 | 1 | 9
CN(CCC#N)C(=O)COC(=O)c1nn(-c2ccccc2)c(=O)c2ccccc12 | -3 | -3 | 2 | 6 | -2.0 | 0 | 0.0 | 0 | 10
O=C(N[C@@H]1C/C=C\C[C@@H](CC(=O)N(CCO)Cc2ccccc2)C(=O)NC[C@H](c2ccccc2)OC1=O)OCC1c2ccccc2-c2ccccc21 | · | · | · | -7 | · | · | 0.0 | 0 | 3
O=C(Cc1ccccc1)NNC(=O)Nc1ccccc1 | -4 | 1 | 1 | -5 | -0.8 | 8 | 0.0 | 1 | -1
CCOC(=O)c1sc(-c2ccccc2)cc1N | -12 | -4 | -1 | 4 | 1.0 | 1 | 0.2 | 3 | 8
Cc1ccc(S(=O)(=O)N2CCOCC2)cc1C(=O)Nc1ccccc1N1CCOCC1 | -3 | -2 | · | 32 | · | 2 | 0.1 | 3 | 2
COc1cccc(CNS(=O)(=O)c2ccc3c(c2)N(C(C)=O)CCS3)c1 | 5 | -9 | 0 | -2 | 0.8 | -2 | 0.6 | 0 | -2
Cc1nn2cc(-c3ccc(Cl)cc3)nc2s1 | -1 | 7 | 4 | 0 | 1.5 | 3 | -0.1 | 2 | 1
C=CCn1c(-c2cccs2)nc2nc3ccccc3nc21 | -12 | 1 | -5 | -2 | 2.0 | 0 | 0.0 | 1 | 10
Cc1ccc(-c2c(C(=O)N/N=C/c3ccc(C)o3)nnn2-c2nonc2N)cc1 | -2 | 12 | 1 | 8 | 0.0 | 6 | 0.1 | 1 | -7
NS(=O)(=O)c1ccc(NC(=O)COC(=O)C23CC4CC(CC(C4)C2)C3)cc1 | 8 | -1 | -2 | 10 | 0.1 | 2 | -0.2 | 3 | 1
CC(OC(=O)c1ccco1)C(=O)NCc1cccs1 (stereo not drawn) | -2 | -4 | -3 | 10 | 0.7 | 1 | -0.3 | 0 | 1
CN(c1ccccc1)S(=O)(=O)c1cccc(NS(=O)(=O)c2cccc(C(=O)O)c2)c1 | 2 | 1 | · | 10 | · | 1 | -0.3 | 0 | 8
COc1cccc(NC(=O)Nc2nnc(CC(=O)Nc3ccccc3)s2)c1 | -30 | 1 | -15 | 5 | -1.1 | -1 | 0.3 | 0 | 4
COCCN(CCOC)S(=O)(=O)c1ccc(OC)cc1 | 0 | 7 | 12 | 18 | -1.0 | 7 | 0.0 | 1 | 4
CC(C)=CCc1cc([C@@H]2CC(=O)c3ccc(O)c(CC=C(C)C)c3O2)ccc1O | -16 | 1 | -11 | -22 | -2.6 | 2 | 0.6 | 2 | 43*
COc1cc(C)c(Cl)c(C)c1S(=O)(=O)NCc1cccnc1 | -6 | -14 | -3 | -2 | 1.1 | -16 | -0.1 | 4 | 5
O=C(CS(=O)(=O)c1ccc2ccccc2c1)N1CCCCCC1 | 2 | -2 | 1 | -9 | 0.1 | -1 | 0.0 | 1 | 0
COc1ccc(CN(CCNC(=O)CCCCC(=O)NCCN(Cc2ccc(OC)cc2)C(C)C)C(C)C)cc1 | -2 | 13 | 3 | -8 | -1.7 | 2 | 0.0 | 2 | -3

Next structures follow:
SMILES | PME-1 primary | MCL1-BIM inh | Fam108B inh | VLA-4 inh | MEX-5 binding | Bcl-xL primary | Efflux pump mplx | GRK2 aptamer HTS | GLD-1 TGE inh
N/C(=N\OC(=O)COc1ccc(Br)cc1Cl)c1ccncc1 | 4 | 0 | -2 | -9 | · | 0 | -0.1 | 0 | 8
COc1ccc(-n2c(Cc3cccn3C)nnc2SCC(=O)Nc2ccc3c(c2)OCO3)cc1 | 4 | -9 | 1 | 2 | -1.1 | -3 | -0.1 | 2 | 7
N#Cc1ccccc1/C=C/C(=O)N1CCOCC1 | -5 | 2 | -1 | 10 | -0.7 | 4 | 0.1 | 0 | -5
NCCNC[C@@H]1COC2(CCCCCCCCCCC2)O1 | -5 | -2 | 2 | 16 | 4.4 | -1 | 0.2 | 0 | -2
Cc1noc(C)c1CSc1nnc(-c2c[nH]c3ccccc23)n1-c1ccc(Cl)cc1 | -4 | -12 | -3 | 7 | 0.0 | -13 | -0.1 | 3 | 4
